# tim23-1 inh: inhibits growth of tim23-1 mutant yeast; S. cerevisiae tim23-1 growth, BacTiter-Glo luminescence, 24 h; inhibition, % at 20 µM; 1.3% of 330,000 active; AID 463212;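 active means growth inhibition of the mutant yeast at or above 50%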;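 further: temperature-sensitive mutant grown at 25 °C; plate controls were DMSO-treated mutant yeast for no effect and medium wells lacking yeast for full effect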
# TIM10 inh: TIM10 yeast growth inhibition; S. cerevisiae TIM10 strain growth, BacTiter-Glo luminescence, 24 h; inhibition, % at 10 µM; 1.4% of 330,000 active; AID 463195;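 active means inhibition of 40% or more at the single tested concentration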;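 further: wild-type TIM10 isogenic control strain grown at permissive 25 °C; 0% = DMSO yeast wells and 100% = minimal medium wells without yeast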
# CHOP UPR activ: activators of apoptotic arm of unfolded protein response (CHOP); CHO-CHOP luciferase reporter, UPR activation, luminescence; percent of tunicamycin response over DMSO baseline; activation, % at 10 µM; 0.34% of 330,000 active;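 active means at 10 µM dose, activation of 40% or more, normalized to positive control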;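 further: 100% = tunicamycin at 10 µg/mL and 0% = DMSO alone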
#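 Material: CHO-CHOP cells, stable luciferase reporter of PERK-eIF2a-CHOP signalling; quantity: 500 reporter cells seeded per well; buffer or medium: F12 medium containing 10% fetal bovine serum; compound: one dose, 10 µM in 0.5% DMSO; incubation: 6 h compound treatment, 37 °C; measured by: Steady-Glo luciferase luminescence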
# tim10-1 inh: growth inhibitors of tim10-1 mutant yeast; S. cerevisiae tim10-1 ts strain growth, BacTiter-Glo, 24 h; 2.2% of 330,000 active; inhibition, % at 20 µM; AID 463190;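 active means inhibition of at least 40%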;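 further: mutant grown at 25 °C; 0% = DMSO wells with yeast and 100% = wells holding no yeast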
# Mdm2 MdmX PPI: human Mdm2/MdmX binding inhibition; SaOS-2 split-luciferase Mdm2/MdmX complementation, luminescence; inhibition, % at 8 µM; 3% of 330,000 active; AID 485346; O15151+Q00987;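 active means inhibition of at least 50% at 8 µM in the primary screen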
# CXCR6 inh: CXCR6 (human) receptor inhibition; inhibition, % at 20 µM; 0.36% of 360,000 active; O00574; CHO-K1 PathHunter CXCR6 beta-arrestin, luminescence; in the data active means inhibition above about 34%, passing the limit was not always enough;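 further: antagonist mode with CXCL16 agonist at 10 nM final; 0% = 10 nM CXCL16 with DMSO and 100% = unstimulated wells without agonist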
# Target sequence (O00574 whole entry, looked up): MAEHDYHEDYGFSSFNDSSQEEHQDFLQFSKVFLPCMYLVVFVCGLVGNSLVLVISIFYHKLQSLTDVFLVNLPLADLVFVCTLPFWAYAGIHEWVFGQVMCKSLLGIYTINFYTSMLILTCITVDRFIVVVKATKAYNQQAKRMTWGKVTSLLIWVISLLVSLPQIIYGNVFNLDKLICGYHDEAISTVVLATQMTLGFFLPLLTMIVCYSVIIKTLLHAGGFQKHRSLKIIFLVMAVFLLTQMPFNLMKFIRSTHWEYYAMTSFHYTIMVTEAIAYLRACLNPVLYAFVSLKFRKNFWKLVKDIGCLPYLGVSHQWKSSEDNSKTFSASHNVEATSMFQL
# APJ agonist: agonists of human APJ apelin receptor | 0.11% of 330,000 active | P35414 | CHO-K1 APJ PathHunter beta-arrestin, luminescence; 0% DMSO wells, 100% apelin | activation, % at 20 µM;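 active means activation more than six SD over the plate average, tested at 20 µM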;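 further: 0% = DMSO alone and 100% = apelin-13 at 10 nM; some results filed as inactive read as strong as hits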
# Target sequence (P35414 whole entry, looked up): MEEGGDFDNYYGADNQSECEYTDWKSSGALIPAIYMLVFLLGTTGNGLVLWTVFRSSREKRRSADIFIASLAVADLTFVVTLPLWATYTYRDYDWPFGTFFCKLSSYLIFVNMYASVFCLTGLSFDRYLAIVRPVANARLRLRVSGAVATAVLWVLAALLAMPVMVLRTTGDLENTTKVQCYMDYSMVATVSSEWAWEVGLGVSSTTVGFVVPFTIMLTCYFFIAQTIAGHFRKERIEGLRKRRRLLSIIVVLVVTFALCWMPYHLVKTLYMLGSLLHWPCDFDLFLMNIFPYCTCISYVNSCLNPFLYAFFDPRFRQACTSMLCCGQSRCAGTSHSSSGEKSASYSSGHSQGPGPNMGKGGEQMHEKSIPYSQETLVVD
#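 Assay system: CHO-K1 APJ beta-arrestin complementation cell line / Compound: single test compound dose, 20 µM final, 1% DMSO / Times: overnight seeding, 90 min compound at 25 °C, 1 h detection / Technique: beta-gal luminescence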
# APJ antagonist: APJ receptor antagonism | P35414 | CHO-K1 APJ beta-arrestin complementation, luminescence | inhibition, % at 20 µM | 0.32% of 330,000 active | AID 2521;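 active means inhibition above about 40% at 20 µM, limit read from the data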;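 further: cells challenged with 10 nM apelin-13 agonist together with compound; plate controls were apelin-13 plus DMSO wells for no effect and DMSO wells lacking apelin-13 for full effect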
# XBP1 UPR activ: adaptive UPR (XBP1) activation; CHO-XBP1 luciferase reporter, IRE1-XBP1 UPR activation, luminescence; percent of tunicamycin response, DMSO as zero; activation, % at 20 µM; 0.33% of 330,000 active; AID 463104;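 active means versus positive control, 20 µM dose yields 30% or more activation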;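 further: 100% = tunicamycin at 10 µg/mL and 0% = DMSO only wells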
#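 Assay system: IRE1-XBP1 luciferase reporter CHO line. Input: 1000 cells/well. Buffer or medium: F12 with 10% serum. Doses: 20 µM, 1% DMSO. Times: overnight seeding at 37 °C, 6 h compound treatment at 37 °C. Technique: Steady-Glo luciferase glow luminescence, 10 min after reagent addition.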
# Numbers without * were called inactive; / = not tested or not shown. The list is partial (hit frequency here may not be typical).
# Sequence of screens – tim23-1 inh	TIM10 inh	CHOP UPR activ	tim10-1 inh	Mdm2 MdmX PPI	CXCR6 inh	APJ agonist	APJ antagonist	XBP1 UPR activ
CCn1c(CNC(=O)c2ccccc2OC)nnc1SCC(=O)c1ccc(F)cc1
    28	5	0.2	3	-22	0	0	-5	-1
O=C(NNC(=O)c1ccc(Oc2ccc(C3SCCS3)cc2)o1)c1ccc(Cl)cc1
    1	-5	0.8	0	18	-1	5	-6	-2
O=Cc1ccc(O)c(O)c1
    12	13	-2.9	1	7	3	8	-8	-7
CCOc1ccc(N(CC(=O)Nc2ccc(OC)cc2)S(=O)(=O)c2c(C)[nH]c(=O)[nH]c2=O)cc1
    11	9	0.1	-9	10	-4	-3	5	1
CCOC(=O)c1c(S(=O)(=O)NCC(=O)Nc2ccccc2OC)c(C)n(C)c1C
    17	8	2.4	20	34	0	-1	25	-2
Cc1ccc(NC(=S)C2=C(O)c3ccccc3N(C)S2(=O)=O)cc1
    21	17	-0.3	15	13	4	3	7	0
Cn1cnc([N+](=O)[O-])c1SCCO
    18	12	-0.7	18	7	-12	1	10	-1
CC1(C)CC(=O)C2=C(C1)OC(N)=C(C#N)C21C(=O)N(CN2CCOCC2)c2ccccc21 (stereo not drawn)
    16	2	-0.3	8	-12	-20	3	2	-3
COc1ccc(C(=O)OCC(=O)NCC2CCCO2)cc1S(=O)(=O)N1CCCc2ccccc21 (stereo not drawn)
    24	14	-0.3	30	15	0	-2	12	-5
COc1ccc(-c2[nH]ncc2CNCC(C)(C)N2CCOCC2)cc1F
    -3	0	1.6	-10	-14	8	-3	0	-1
COc1ccc2c(c1)C(=O)c1ccccc1CO2
    45	12	3.6	18	-61	0	-1	-11	3
CCOC(=O)C1(CCCc2ccccc2)CCN(CC(O)CO)CC1 (stereo not drawn)
    2	8	1.6	-3	-13	10	-1	-25	-1
O=S(=O)(Nc1ccc(N2CCCCC2)cc1)c1cccc2cccnc12
    9	6	-2.0	11	7	-15	2	13	-1
CCN(CC)CCNCc1ccc(-c2ccc(Cl)cc2)o1
    17	7	-2.5	11	5	11	-8	12	1
COCCn1cnc2c(c1=O)c1nc3ccccc3nc1n2/N=C/c1ccc(OC)c(OC)c1
    41	-4	24	19	40	5	1	9	17
Cc1cc(N2C(=O)CC(Cc3ccccc3)C2=O)no1 (stereo not drawn)
    -5	-3	0.2	-4	-29	-14	-1	10	1
COCCOC(=O)c1c(C)oc2cc(Br)c(OCC(N)=O)cc12
    23	29	0.0	29	6	2	1	-22	3
COc1cc2ccccc2cc1C(=O)OCC(=O)N(C)c1c(N)n(Cc2ccccc2)c(=O)[nH]c1=O
    -2	6	-0.1	7	21	-12	-5	3	-2
CCc1noc(C)c1C(=O)Nc1sc(C(=O)N(C)C)c(C)c1C(=O)OC
    15	-1	-1.5	-11	18	7	0	7	3
Cc1noc(C)c1C(=O)N(CC(=O)Nc1ccc(Cl)c(C(F)(F)F)c1)Cc1ccco1
    0	-7	0.4	-1	25	-7	0	7	-3

# (cont.)
# Sequence of screens – tim23-1 inh	TIM10 inh	CHOP UPR activ	tim10-1 inh	Mdm2 MdmX PPI	CXCR6 inh	APJ agonist	APJ antagonist	XBP1 UPR activ
CN(C(=O)COC(=O)c1ccccc1SCC(=O)N1CCCC1)C1CCS(=O)(=O)C1 (stereo not drawn)
    12	-7	10.0	-3	11	4	5	12	-2
CC(=O)c1sc(NC(=O)C(C)(C)C)nc1C
    24	18	-0.7	10	-2	-7	-3	-9	-5
CC12CN3CC(C)(CN(C1)C3c1c[nH]c3ccccc13)C2=O (stereo not drawn)
    13	12	-0.3	9	8	-14	-1	-1	-2
Cc1cccc2cc(CN(Cc3cccnc3)C(=O)c3cccs3)c3nnnn3c12
    -2	4	0.6	-9	24	/	-3	6	1
CCOC(=O)c1c(C)[nH]c(C(=O)CSc2nnnn2-c2ccc(C)cc2)c1C
    2	-23	-0.3	9	66*	-3	3	15	-2
Cc1ccc2nc(CSc3nnc4ccccn34)cc(=O)n2c1
    -3	8	0.5	-1	15	-8	-4	4	-3
Cc1cccc(NC(=S)NCCc2ccc3c(c2)OCCO3)c1C
    15	30	-1.1	36	4	-2	1	0	-2
Cc1cc(S(=O)(=O)NCC(c2ccccc2)c2ccccc2)ccc1-n1cnnn1
    19	9	-1.1	23	26	0	0	3	-4
CCCCn1c(SCC2CCCO2)nc2cc(S(N)(=O)=O)ccc21 (stereo not drawn)
    16	11	-1.9	11	-15	4	-2	5	-2
CCCCNC(c1ccccc1)c1ccncc1 (stereo not drawn)
    5	-6	0.1	-8	17	0	-6	-6	2
O=C(CN1CC(=O)Oc2ccccc21)OCC(=O)c1ccc(Br)cc1
    3	15	-1.1	26	33	-4	9	24	-2
N#CC1(N2CCN(C(=O)c3ccccc3)CC2)CCCCC1
    8	-12	0.6	6	6	4	1	17	-4
CNC(=O)COC(=O)c1ccccc1NC(=O)c1ccco1
    7	-2	0.0	7	-39	-16	-4	1	-1
O=c1[nH]c(CSc2ccccn2)nc2ccccc12
    -3	10	0.7	21	-53	0	-4	8	1
COc1cc(OC)c(NC(=O)c2csc(C)c2)cc1Cl
    11	8	-0.2	3	14	-1	-5	-1	-3
CN=c1scc(-c2ccc(F)cc2)n1/N=C/c1ccc(O)c(O)c1
    47	21	31	20	-20	6	0	-8	-4
O=C(COC(=O)c1cc([N+](=O)[O-])ccc1NCc1ccccc1)NC1CCCc2ccccc21 (stereo not drawn)
    -7	-9	-1.2	13	35	0	-2	11	-2
O=[N+]([O-])c1ccc(-c2nc(C(Cl)Cl)c3ccccc3n2)cc1
    24	16	-6.6	25	99*	13	2	-1	-4
CCOC(=O)C(C)n1cnc2c(nnn2Cc2ccc(Cl)cc2)c1=O (stereo not drawn)
    -1	-17	0.4	-6	1	0	-5	-2	-2
CCCCNC(=O)COC(=O)c1cc(S(=O)(=O)N2CCCCCC2)ccc1OC
    15	27	-1.1	18	-26	-10	-4	14	-4

# (more compounds)
# Sequence of screens – tim23-1 inh	TIM10 inh	CHOP UPR activ	tim10-1 inh	Mdm2 MdmX PPI	CXCR6 inh	APJ agonist	APJ antagonist	XBP1 UPR activ
CCCCn1c(=O)[nH]c(=O)c2c(C(=O)OCC)cc(-c3ccc(OC(F)F)cc3)nc21
    9	10	0.0	4	57*	-27	-3	15	3
O=C(COc1ccc(Br)cc1)N(Cc1cccs1)C1CCS(=O)(=O)C1 (stereo not drawn)
    -16	-4	-0.5	13	12	1	-2	-1	-4
Cc1ccc(CN2CCNC2=O)cc1
    -2	-3	-1.0	5	16	-2	-2	-7	-2
Cc1ccc(-c2nnc3ccc(SCC(=O)N4CCc5ccccc54)nn23)cc1
    -10	4	5.0	10	49	-3	-3	8	19
O=C(OCC(=O)N1CCOCC1)c1ccc[nH]c1=O
    3	12	-1.5	5	-18	6	-2	15	0
COc1ccc(CCN2CC(C(=O)NCCc3ccc(F)cc3)CCC2=O)cc1 (stereo not drawn)
    4	-8	1.1	1	28	-5	-3	-10	-2
CN=C(Nc1ccccc1OC)SC1CC(=O)N(c2ccc(C(=O)OC)cc2)C1=O (stereo not drawn)
    12	5	-1.5	7	13	6	2	-11	-5
CC(=O)c1ccc(S(=O)(=O)N2CCCc3ccccc32)cc1
    16	-7	2.9	7	-4	3	-1	10	-3
Cc1cc(C)cc(Nc2ncc3c(n2)CC(c2ccco2)CC3=O)c1 (stereo not drawn)
    37	34	-0.2	45*	8	5	-1	-9	0
N#CCSc1nnc(-c2ccccc2)c(-c2ccccc2)n1
    20	-5	-2.5	11	-2	-5	-3	5	4
O=C(CCC(=O)Nc1ccccc1)N/N=C/C=C/c1ccccc1
    -16	-6	0.5	0	-8	3	-3	-5	2
Cc1nn(-c2ccccc2)c(N)c1C(O)(CSc1nccn1C)C(F)(F)F (stereo not drawn)
    14	4	2.1	1	5	-9	0	-7	2
O=C(NCCO)c1ccccc1O
    5	-4	0.3	16	0	-4	4	-13	-3
CC1C/C(=N\NC(=S)NCc2ccccc2)CC(C)(C)C1 (stereo not drawn)
    48	54*	-1.6	58*	8	20	-5	20	-4
Cn1c(NCc2cccs2)nc2ccccc21
    10	4	2.8	5	-21	4	0	8	2
O=c1c2cc(Cl)ccc2nc(-c2ccccc2)n1O
    59*	15	0.4	48*	24	-2	-5	3	-2
CCCCCCNCc1cccc(Br)c1
    26	27	-2.7	2	-16	10	2	8	0
Cc1ccc(N2C(=O)CN(Cc3ccccc3)C2=S)cc1C
    34	16	-2.3	37	9	-1	-2	19	-4
COc1ccc(C[C@](C)(N)C(=O)O)cc1OC
    6	0	0.0	-7	7	5	-6	4	-7
CSc1ccc(-c2nnn(Cc3ccc(Br)cc3)n2)cc1
    10	3	4.2	23	-66	-4	-1	-7	1

# Continuation:
# Sequence of screens – tim23-1 inh	TIM10 inh	CHOP UPR activ	tim10-1 inh	Mdm2 MdmX PPI	CXCR6 inh	APJ agonist	APJ antagonist	XBP1 UPR activ
O=C(CCC1CCN(C(=O)c2cncs2)CC1)Nc1ccccc1
    14	1	-0.5	-6	1	-2	-5	-9	-2
COC(=O)CNC(=O)C(C)(C)Oc1ccc(Cl)cc1
    13	-5	1.3	-4	11	0	2	17	-3
Cc1ccc(S(=O)(=O)N2CCN(C(=O)c3cc(S(=O)(=O)N(C)C)ccc3N3CCCC3)CC2)c(C)c1
    12	9	0.1	14	31	-5	-3	-4	-2
COc1ccc(-c2csc(NC(=O)Cc3ccccc3F)n2)c(OC)c1
    10	-7	2.6	-3	-5	7	-1	-15	0
CCS(=O)(=O)N1Cc2ccccc2CC1C(=O)N(C)CC(=O)Nc1cccc(F)c1 (stereo not drawn)
    2	-8	3.9	-7	21	0	3	6	-1
O=C(/C=C/c1cccc([N+](=O)[O-])c1)NC(=S)Nc1ccc(CN2CCOCC2)cc1
    13	17	1.7	24	4	4	0	2	-4
CN(Cc1ccccc1)C(=O)c1ccc([N+](=O)[O-])o1
    50*	75*	-1.7	68*	-17	-4	3	-11	2
O=C(COC(=O)c1ccc([N+](=O)[O-])o1)NCc1ccccc1
    -57	-216	0.3	-199	9	-12	2	-21	-1
Cc1ccccc1-n1c(=O)c2c(n3cnnc13)-c1ccccc1CC21CCCCC1
    47	25	-2.4	36	34	-1	-4	10	-2
CCOc1ccccc1NC1=C(Cl)C(=O)N(c2ccccc2)C1=O
    19	15	0.0	14	18	-2	-1	0	-1
CCOC(=O)N1CCN(S(=O)(=O)c2cc(C)c(C)cc2C)CC1
    8	10	1.5	21	18	-5	-2	-4	-3
Cc1nc2ccccc2c(=O)n1NC(=O)c1cccc([N+](=O)[O-])c1
    16	7	-0.1	3	-4	4	-2	0	4
CCOC(=O)N1CCC(N(C(=O)Nc2cccc(OC)c2)C(C)CC)CC1 (stereo not drawn)
    2	8	-0.9	10	1	-3	0	-2	-5

# Some of these compounds in order of the APJ antagonist value, descending:
Compound | Mdm2 MdmX PPI | CXCR6 inh | APJ antagonist
COC(=O)CNC(=O)C(C)(C)Oc1ccc(Cl)cc1 | 11 | 0 | 17
CCS(=O)(=O)N1Cc2ccccc2CC1C(=O)N(C)CC(=O)Nc1cccc(F)c1 (stereo not drawn) | 21 | 0 | 6
O=C(CCC1CCN(C(=O)c2cncs2)CC1)Nc1ccccc1 | 1 | -2 | -9

# Source: PubChem (Sanford-Burnham Center for Chemical Genomics)
